KLF5 inhibitor = inhibitors of KLF5 expression | 290,000 compounds, 0.23% hits | DLD-1 KLF5 promoter-luciferase reporter, luminescence | inhibition, % at 5 µM;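 active = inhibition above a per-plate limit of that plate's mean compound inhibition plus 3 SD, cut at about 60% in these data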;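 note: 0% = DMSO wells and 100% = LY294002 at 200 µM; higher means less KLF5 promoter-driven luciferase light; inactives centre near -14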
HSP90 refold inh = inhibitors of HSP90 luciferase refolding in rabbit reticulocyte lysate; luciferase refolding luminescence, 3 h; inhibition, % at 5.6 µM; 290,000 compounds, 0.91% hits;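 active = inhibition above the screen-wide mean plus 3 SD, computed separately per campaign, cut at about 16% in these data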;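 note: 0% = DMSO wells and 100% = 60 µM geldanamycin wells; inhibitors lower the luminescence because luciferase stays unfolded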
HSF1 inhib = HSF1 inhibition. NIH3T3-HGL HSE-luciferase, MG132-induced, luminescence 8 h; active compounds read low. activity change, negative = inhibition, % at 7.5 µM (by protocol). 300,000 compounds, 0.77% hits. AID 2098;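 active = more than half of replicate wells show activity change below -50%, luminescence cut by over half; inconclusive = some wells, but at most half, below -50%; inactive = no replicate well below -50%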;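 note: luciferase reports HSF-1 transcriptional activity via heat shock element; 0% = median of DMSO wells and -100% = zero luminescence signal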
IEC-6 tox = IEC-6 cytotoxicity, counter-screen for KLF5 inhibitors | luminescence viability | 290,000 compounds, 0.78% hits | inhibition, % at 5 µM; in the data active = inhibition above about 22%;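 note: 0% = plate median of test compound wells and 100% = cytotoxic reference compound wells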
AI-2 QS modul = modulators of Vibrio harveyi AI-2 quorum sensing system | Vibrio harveyi JMH597 AI-2 luminescence/OD600 ratio, 9 h; active compounds read low; strain lacks LuxN and CqsS sensors; 0 = neutral-control median | activity change, % at 7.5 µM | 300,000 compounds, 0.4% hits | AID 2094; in the data active = activity change below about -75%, passing the limit was not always enough; inconclusive = no clear call, values can overlap the other calls;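 note: luminescence divided by OD600 gain over 9 h not by final OD600 alone; inactives centre near 13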
HDAC3 inhib = human HDAC3 inhibition; AID 2718; 320,000 compounds, 0.15% hits; inhibition, % at 8.3 µM; recombinant HDAC3, fluorogenic peptide/trypsin coupled, fluorescence; in the data active = inhibition above about 26%, passing the limit was not always enough; inconclusive = no clear call, values can overlap the other calls
Target sequence (O15379 whole entry, looked up): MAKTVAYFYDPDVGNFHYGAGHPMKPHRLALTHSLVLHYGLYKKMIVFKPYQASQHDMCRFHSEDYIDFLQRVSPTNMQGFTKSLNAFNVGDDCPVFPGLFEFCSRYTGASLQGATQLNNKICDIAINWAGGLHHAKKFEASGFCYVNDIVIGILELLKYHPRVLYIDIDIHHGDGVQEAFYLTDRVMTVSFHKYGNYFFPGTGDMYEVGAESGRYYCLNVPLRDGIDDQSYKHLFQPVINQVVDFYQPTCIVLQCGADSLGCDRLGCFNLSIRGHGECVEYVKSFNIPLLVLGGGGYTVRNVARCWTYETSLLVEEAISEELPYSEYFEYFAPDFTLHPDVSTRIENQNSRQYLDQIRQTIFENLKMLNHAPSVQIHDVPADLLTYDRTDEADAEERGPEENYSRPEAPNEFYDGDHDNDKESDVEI
HIF act = HIF pathway transcriptional activation; U2OS HRE-luciferase reporter, luminescence; normalized: DMSO 0%, desferrioxamine 100%; activation, % at 7.5 µM (by protocol); AID 1910; 300,000 compounds, 0.32% hits;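 active = mean activation of at least 10% of the iron chelator positive control signal, with at least half of replicates also reaching 10%; inconclusive = mean and replicate majority disagree about reaching 10%; inactive = mean and most replicates under 10%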
Platelet DG rel = platelet dense granule release activity; human platelet-rich plasma, SFLLRN dense granule ATP release, luminescence; inhibition, %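 (compounds screened at 7.5 µM in platelet-rich plasma)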; 300,000 compounds, 0.22% hits;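 active = mean replicate score, as percent of positive control, at or above 50; inconclusive = mean below 50 but at least one replicate at or above 50; inactive = mean and every replicate below 50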
HSF-1 act = increases HSF-1 driven luciferase reporter signal; NIH3T3-HGL HSF-1 luciferase reporter, MG132, 8 h; 100% = twice DMSO control signal; activation, % at 9 µM; 300,000 compounds, 1.7% hits;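 active = mean replicate activation of at least 50% with a set share of replicates each reaching 50%; inconclusive = only one of those two conditions met; inactive = mean below 50% and too few replicates reaching it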;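 note: 0% = median of the neutral control wells and 100% = twice that signal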
aSyn UTR inh = 5' untranslated region of α-synuclein, MLPCN primary screen | alpha-synuclein 5'UTR reporter, inhibitor activity | inhibition, % (tested at 7.5 µM) | 300,000 compounds, 0.82% hits; in the data active = inhibition above about 60%; inconclusive = no clear call, values can overlap the other calls;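 note: H4 neuroglioblastoma cells stably carrying SNCA 5'UTR luciferase fusion; 0% = DMSO wells and 100% = positive control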
Numbers without * were called inactive; u = inconclusive; x = no result given. The order is random; 5% or so of the library scored in one or more.

1	CC(Oc1ccc(Cl)cc1)C(=O)Nc1ccc(S(=O)(=O)Nc2nccs2)cc1 (centres undefined)
2	COc1ccc2c(c1)C(=O)Nc1cc(Cl)ccc1N2
3	Cc1cnc(NC(=O)CSc2nnc3ncccn23)s1
4	CN1CCN(Cc2nc(-c3cccs3)no2)CC1c1ccccc1 (centres undefined)
5	CN(C)S(=O)(=O)c1cccc(C(=O)Nc2ccccc2Cl)c1
6	CC1=CC(=O)C(C(C)C)=C/C1=N/OC(=O)c1cccc([N+](=O)[O-])c1
Compound	1	2	3	4	5	6
KLF5 inhibitor	-14	x	-31	-15	-35	-29
Platelet DG rel	8	12	0	3	3	-7
HDAC3 inhib	3	11	2	1	4	3
IEC-6 tox	-2	x	7	2	1	2
AI-2 QS modul	21	48	29	16	19	30
aSyn UTR inh	35	3	-11	-8	-6	-3
HSP90 refold inh	1	x	-4	2	2	4
HSF-1 act	2	12	1	-3	-3	17
HSF1 inhib	-6	-4	2	0	0	8
HIF act	-0.2	1.2	-0.1	-0.1	0.3	-0.6

Ordered by molecular weight (low to high): some entries from above
2	COc1ccc2c(c1)C(=O)Nc1cc(Cl)ccc1N2
3	Cc1cnc(NC(=O)CSc2nnc3ncccn23)s1
5	CN(C)S(=O)(=O)c1cccc(C(=O)Nc2ccccc2Cl)c1
Compound	2	3	5
KLF5 inhibitor	x	-31	-35
Platelet DG rel	12	0	3
HDAC3 inhib	11	2	4
IEC-6 tox	x	7	1
AI-2 QS modul	48	29	19
aSyn UTR inh	3	-11	-6
HSP90 refold inh	x	-4	2
HSF-1 act	12	1	-3
HSF1 inhib	-4	2	0
HIF act	1.2	-0.1	0.3

New compounds follow:
7	Cn1c(Cn2c(=O)sc3ccccc32)nnc1SCC(=O)N1CCCC1
8	COc1c2ccoc2c(OC(C)=O)c2oc(C)cc(=O)c12
9	Nc1ccccc1SCc1cn2cccnc2n1
10	COc1cccc(NS(=O)(=O)c2ccc3c(c2)CCN3C(C)=O)c1
11	CCOC(=O)c1cnc(-c2ccccc2)nc1Oc1ccc(OC)cc1
12	Nc1nc(N2CCCCC2)nc(N2CCCCC2)n1
Compound	7	8	9	10	11	12
KLF5 inhibitor	-34	-40	-32	-1	-27	-43
Platelet DG rel	6	-1	7	1	-6	-12
HDAC3 inhib	1	-1	5	-5	-1	0
IEC-6 tox	-5	-2	-14	6	0	-2
AI-2 QS modul	17	12	15	17	18	-5
aSyn UTR inh	-6	17	-32	-19	24	-4
HSP90 refold inh	-3	-1	1	7	-1	-2
HSF-1 act	-6	-10	5	-3	6	-4
HSF1 inhib	-2	-12	-3	-15	3	1
HIF act	-0.2	-1.8	x	1.4	-0.6	-0.1

13	COc1cc(NC(=O)CN2C(=O)NC(c3ccccc3)(c3ccccc3)C2=O)cc(OC)c1
14	Cc1c(C(=O)Nc2ccccc2)cn2c(nc3ccccc32)c1C#N
15	CCN(c1ccccc1)c1cc2ccccc2c(=O)[nH]1
16	COc1ccc(Cc2nnc(NS(=O)(=O)c3ccc(NC(C)=O)cc3)s2)cc1
17	Cc1ccc(CN2CCC(C(=O)NCCC(C)C)CC2)o1
18	COc1ccc(CN(CC(=O)NC2CCCC2)C(=O)CCC(=O)Nc2nc(C)cs2)cc1
Compound	13	14	15	16	17	18
KLF5 inhibitor	-16	-47	-13	7	-35	-21
Platelet DG rel	-6	2	-27	7	-1	19
HDAC3 inhib	5	0	-4	-3	2	-3
IEC-6 tox	3	2	1	-4	9	0
AI-2 QS modul	-89*	1	15	14	18	56
aSyn UTR inh	7	-15	9	-4	-8	-16
HSP90 refold inh	5	35*	41*	-4	2	1
HSF-1 act	-56	36	18	-10	3	-2
HSF1 inhib	-44	12	-3	-6	-5	-6
HIF act	-0.4	0.0	-0.9	-0.1	-16	0.0

19	CC(C)CCNC(=O)C1CC(c2cccc([N+](=O)[O-])c2)=NO1 (centres undefined)
20	Cc1nn(-c2ccccc2)cc1/C=N/NC(=O)c1cccs1
21	CSc1nc(N(C)C)nc(N(C)C#N)n1
22	CC1CN(C(=O)COC(=O)c2ccc(Cl)nc2)CC(C)O1 (centres undefined)
23	CCNS(=O)(=O)c1ccc(CCC(N)=O)cc1
24	COc1cc(CNCc2cccc3ccccc23)cc(OC)c1
Compound	19	20	21	22	23	24
KLF5 inhibitor	-28	-136	-4	-7	-13	-6
Platelet DG rel	11	-3	3	-5	-2	-2
HDAC3 inhib	4	0	-1	10	-1	-1
IEC-6 tox	5	6	-9	-1	3	4
AI-2 QS modul	15	19	2	19	15	15
aSyn UTR inh	14	-24	7	-23	13	24
HSP90 refold inh	0	5	0	-1	-1	0
HSF-1 act	6	-2	10	5	0	-5
HSF1 inhib	4	16	0	-13	-3	-10
HIF act	0.3	1.7	-0.4	0.2	-0.2	-0.7

25	CCOC(=O)CC1C(=O)NCCN1Cc1cccc(C(F)(F)F)c1 (centres undefined)
26	Clc1ccc(C2[C@H]3CN(CC4CCCCC4)[C@H](c4ccccc4)C34CC2(c2cccnc2)C4)cn1 (some centres undefined)
27	Cc1ccc(C(=O)Nc2ccc(C(=O)N/N=C/c3ccc(C)o3)cc2)cc1
28	Cc1ccc2[nH]c(CNC(=O)C3CCCCC3)cc2c1
29	CC(C)n1c(-c2ccccc2F)n[nH]c1=S
30	COc1ccc(C(C#N)C2(C)OCCO2)cc1OC (centres undefined)
Compound	25	26	27	28	29	30
KLF5 inhibitor	-24	x	-33	-37	-14	-14
Platelet DG rel	8	1	10	2	4	-2
HDAC3 inhib	7	2	-6	-1	4	0
IEC-6 tox	4	x	-1	7	0	-4
AI-2 QS modul	13	11	15	-10	-6	20
aSyn UTR inh	33	2	-20	4	-8	8
HSP90 refold inh	-2	x	-2	3	3	-1
HSF-1 act	2	10	22	7	2	-5
HSF1 inhib	-7	8	-1	-7	-5	0
HIF act	-0.4	0.0	0.4	2.4	-0.3	-0.3

31	Cc1nnsc1C(=O)Nc1ccc(S(=O)(=O)N2CCCC(C)C2)cc1 (centres undefined)
32	CCCCSCCCNC(=O)c1ccc2c(c1)N(CC)C(=O)c1ccccc1S2=O (centres undefined)
33	CSc1nc(Sc2cccc(Cl)c2)c2ccccc2n1
34	COc1ccc(C(=O)C2CCCN(Cc3ccc(C#CCCO)cc3)C2)c(OC)c1 (centres undefined)
35	CC(CNC(=O)Cn1ccc2cc(S(=O)(=O)N3CCCC3)ccc21)c1ccccc1 (centres undefined)
36	CCCc1nc(SCC(=O)Nc2nnc(CC)s2)c2c(=O)n(C)c(=O)n(C)c2n1
Compound	31	32	33	34	35	36
KLF5 inhibitor	-24	-10	-24	-18	-15	-11
Platelet DG rel	1	-4	0	0	-4	6
HDAC3 inhib	x	-4	-6	0	2	-7
IEC-6 tox	5	-3	-3	-1	11	-7
AI-2 QS modul	11	5	26	18	2	14
aSyn UTR inh	-9	3	2	18	-16	27
HSP90 refold inh	4	1	-4	0	1	1
HSF-1 act	-7	15	13	-1	-4	33
HSF1 inhib	-3	-1	15	2	2	1
HIF act	-0.6	-1.5	0.0	-0.2	0.1	-0.1

Printed as active in AI-2 QS modul (from the list above):
#	Molecule	KLF5 inhibitor	Platelet DG rel	HDAC3 inhib	AI-2 QS modul	aSyn UTR inh	HSP90 refold inh	HSF-1 act	HSF1 inhib
13	COc1cc(NC(=O)CN2C(=O)NC(c3ccccc3)(c3ccccc3)C2=O)cc(OC)c1	-16	-6	5	-89*	7	5	-56	-44

More structures follow.
37	CCOC(=O)c1sc(NC(=O)C2CC(=O)N(c3ccc(OCC)cc3)C2)nc1C (centres undefined)
38	COc1ccc(Cn2c(=O)[nH]c3cc(C(=O)N4CCN(Cc5ccccc5)CC4)ccc3c2=O)cc1
39	CCCCOc1ccc(C(=O)N/C(=C\c2cccc([N+](=O)[O-])c2)C(=O)OCCC)cc1
40	Cc1cccn2c(=O)nc(SCC(=O)N3N=C(c4cccs4)CC3c3ccc(F)cc3)nc12 (centres undefined)
41	CCOc1ccc(N(CC(=O)NCCSc2ccccn2)S(C)(=O)=O)cc1
42	Cc1c(C)n2c(SCC(=O)Nc3ccc4c(c3)OCCO4)nnc2[nH]c1=O
Compound	37	38	39	40	41	42
KLF5 inhibitor	-13	-30	-35	x	-23	x
Platelet DG rel	-4	-1	3	3	-10	-3
HDAC3 inhib	2	4	-1	x	4	x
IEC-6 tox	1	0	1	x	-4	x
AI-2 QS modul	6	36	23	34	24	25
aSyn UTR inh	17	27	-30	31	-4	-3
HSP90 refold inh	-3	-1	2	x	-1	x
HSF-1 act	4	3	16	95*	11	-1
HSF1 inhib	-2	0	10	50	-1	-2
HIF act	0.3	-0.8	1.1	-1.2	-0.1	0.1

43	COc1ccc(CN(Cc2cc3cc(OC)c(OC)cc3[nH]c2=O)C(=O)NC2CCCCC2)cc1
44	Fc1ccccc1/C=N/n1c(COc2ccccc2)n[nH]c1=S
45	CC(=O)N1CCc2c(sc(NC(=O)CCS(=O)(=O)c3ccccc3)c2C(N)=O)C1
46	O=C1CC(N2CCC(C(=O)N3CCCCC3)CC2)C(=O)N1 (centres undefined)
47	CN(C)c1ccc(NC(=O)CN2C(=O)c3ccccc3C2=O)cc1
48	CN(C(=O)COC(=O)C1CCN(S(=O)(=O)c2c(Cl)cccc2Cl)CC1)C1CCS(=O)(=O)C1 (centres undefined)
49	NC(=O)C1(N2CCCCC2)CCN(Cc2nc(-c3cccs3)no2)CC1
50	CN1CCCN(C(=O)c2cc(-c3cccc4ccccc34)nc3ccccc23)CC1
51	CC(C)CC(N)C(=O)OCc1ccc([N+](=O)[O-])cc1 (centres undefined)
Compound	43	44	45	46	47	48	49	50	51
KLF5 inhibitor	-3	-38	-25	-28	-30	x	-7	-6	-38
Platelet DG rel	x	-1	-9	7	-7	7	1	-1	0
HDAC3 inhib	-4	5	-5	3	6	x	-3	0	2
IEC-6 tox	1	-5	-11	-3	-3	x	0	3	4
AI-2 QS modul	x	40	20	25	u	9	2	28	0
aSyn UTR inh	x	10	10	-8	-13	-10	5	-10	-19
HSP90 refold inh	-1	4	-3	-1	-5	x	1	1	3
HSF-1 act	x	-1	-6	14	13	-5	-7	1	11
HSF1 inhib	x	3	-1	-8	5	1	3	-7	-5
HIF act	x	-13	-0.3	-0.4	0.9	-0.1	-0.6	-0.1	-0.1

Screening results as filed in PubChem.
